M18AAP inhibitor: blocks P. falciparum M18 aspartyl aminopeptidase; recombinant PfM18AAP, H-Glu-NHMec fluorogenic cleavage; inhibition, % at 7.35 µM; 1.2% of 290,000 active; AID 1822;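 active = inhibition above the campaign mean inhibition over all tested compounds plus 3 SD, cut at about 28% in these data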;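 also: 0% = plate median of test compound wells and 100% = 2 mM ZnCl2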
VIM-2 inhibitor: inhibitors of Pseudomonas aeruginosa VIM-2 metallo-beta-lactamase | inhibition, % at 5.6 µM | purified VIM-2, nitrocefin hydrolysis, epi-absorbance fluorescence | 0.89% of 290,000 active;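 active = inhibition above the mean of all tested compounds plus 3 SD, cutoff set per screening run, cut at about 7.5% in these data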;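 also: red hydrolysis product quenches plate fluorescence so inhibitors raise well fluorescence; 0% = enzyme with DMSO and 100% = DMSO without enzyme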
MEKK2 WT-MEK5: raises or lowers MEK5 binding to wildtype human MEKK2 PB1 domain. bead flow cytometry, Alexa488-MEK5 binding to MEKK2 WT; actives lie on both sides. binding response (% of control), % at 10 µM. 1.1% of 290,000 active. AID 1531; in the data active = binding response below about 67% or above about 130%
NALP1 yeast inh: blocks the NALP1 inflammasome reconstituted in yeast. S. cerevisiae NALP1/ASC/caspase-1 growth, X-gal OD620, 72 h. inhibition, % at 10 µM. 0.61% of 280,000 active. AID 2071; in the data active = inhibition mostly above about 24%, no sharp cut-off; inactive = mostly below about 32%; also: some compounds called inactive have numbers as strong as hits
UBC9 SUMO inh: inhibitors of human SUMOylation (UBC9); P63279; HTRF SUMOylation assay, SAE1/SAE2 + UBC9, in vitro; inhibition, % at 35 µM; 0.36% of 290,000 active; in the data active = inhibition above about 50%, passing the limit was not always enough; also: strong numbers were not always called active
Target sequence (P63279 whole entry, looked up): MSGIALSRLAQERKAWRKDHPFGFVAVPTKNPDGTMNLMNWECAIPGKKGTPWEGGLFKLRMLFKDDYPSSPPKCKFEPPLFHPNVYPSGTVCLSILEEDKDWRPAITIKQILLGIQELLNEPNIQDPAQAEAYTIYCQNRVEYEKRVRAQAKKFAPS
MEKK2mut PB1 HTS: signal of MEK5 binding to mutant human MEKK2 PB1 domain; bead flow cytometry, Alexa488-MEK5 binding to MEKK2 mutant; 0.35% of 290,000 active; percent response, % at 10 µM; in the data active = percent response above about 24%, passing the limit was not always enough; also: inactives centre near 1; some results filed as inactive read as strong as hits
DNA FID counter: counter-screen for HCV NS3 helicase inhibitors: DNA intercalator displacement. inhibition, % at 7.9 µM. DNA fluorescent intercalator displacement, fluorescence. 0.17% of 290,000 active; in the data active = inhibition above about 37%;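 also: 0% = vehicle and 100% = reference compound; higher means more ethidium bromide displaced from hairpin DNA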
HCV NS3 hel inh: blocks Hepatitis C virus NS3 helicase unwinding; inhibition, % at 10.9 µM; NS3 helicase DNA unwinding, Cy5 molecular beacon fluorescence; 0.56% of 290,000 active; AID 1800;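 active = inhibition above the mean of all tested compounds plus 3 SD, set per campaign, cut at about 35% in these data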;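 also: 0% = DMSO wells and 100% = thioflavine S control wells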
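System: Hepatitis C virus NS3 helicase domain fragment enzyme | Reagent: Annealed dual-labelled DNA beacon duplex, ATP-started | Compound dosing: 10.9 µM single point, 0.8% DMSO | Incubation: 1 h reaction at 25 °C, ATP-initiated | Technique: Cy5 fluorescence | Evaluation: Percent inhibition from t60/t0 fluorescence ratio | Benchmarks: Low DMSO, high thioflavine S at 110 µM | Replication: Singlicate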
IMP-1 inh: blocks Pseudomonas aeruginosa IMP-1 metallo-beta-lactamase; 0.45% of 290,000 active; inhibition, % at 5.6 µM; purified IMP-1, nitrocefin hydrolysis, epi-absorbance fluorescence;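 active = inhibition above the mean plus 3 SD of all compounds in the same screening run, cut at about 4.5% in these data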;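 also: 0% = IMP-1 with DMSO and 100% = DMSO wells lacking enzyme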
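System: Purified recombinant IMP-1 metallo-beta-lactamase enzyme | Measured by: Fluorescence quenching readout, ex 480/em 530 nm | Replication: Singlicate | Incubation: 15 min preincubation plus 25 min reaction at 25 °C | Evaluation: Percent inhibition from optical density relative to buffer-blank wells | Benchmarks: DMSO with and without IMP-1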
An asterisk follows results filed as active; / = not tested or not shown.

SMILES	M18AAP inhibitor	VIM-2 inhibitor	MEKK2 WT-MEK5	NALP1 yeast inh	UBC9 SUMO inh	MEKK2mut PB1 HTS	DNA FID counter	HCV NS3 hel inh	IMP-1 inh
CC1CCCC(C)N1C(=O)Cn1c(SCC(=O)Nc2ccc3c(c2)OCO3)nc2ccccc21 (stereo not drawn)	-1	-2.2	78	8	9	-6	0	3	-3.0
COc1ccc([N+](=O)[O-])cc1NC(=O)COC(=O)c1ccccn1	4	-2.9	93	-10	3	-7	5	-2	-2.3
CCOc1cc(NC(=O)c2ccco2)c(OCC)cc1NC(=O)CCc1ccccc1OC	-2	-2.8	87	/	14	-5	-17	-4	-3.9
CCc1cccc(CC)c1-n1c(SCc2cc(=O)n3ccsc3n2)nnc1-c1cccnc1	0	2.5	111	-1	14	7	-43	-4	-1.4
Cc1ccc(OCCn2c(C3CC(=O)N(Cc4ccccc4)C3)nc3ccccc32)cc1 (stereo not drawn)	5	0.0	102	18	-13	0	-29	-7	-4.0
Cc1onc(-c2c(F)cccc2Cl)c1C(=O)c1ccccc1O	5	-2.5	95	23	-7	3	-3	-10	-1.0
Cc1cccc(C(C)C)c1NC(=O)CSc1nncn1C	2	-2.8	106	40	10	8	-3	0	-4.9
Cc1cccc(OCc2nnc(SCC(=O)N3c4ccccc4Sc4ccc(Cl)cc43)o2)c1	-4	-0.6	83	20	5	-6	1	-2	0.3
CCn1c(SCC(=O)N/N=C/c2cc(OC)c(OC)c(OC)c2)nc2ccccc21	-5	-0.3	118	31	6	13	-31	-10	-3.1
O=C(NNS(=O)(=O)c1ccc(F)cc1)c1ccccc1F	11	-0.7	102	2	-1	3	0	4	-1.5
CC1Cc2ccccc2N1C(=O)c1ccc2snnc2c1 (stereo not drawn)	-3	-0.6	100	3	-3	3	-1	-7	-2.2
CCNc1nc(NCC)n2c(SCC(=O)c3ccc(C(C)C)cc3)nnc2n1	0	-1.0	84	28	6	-5	0	-6	-3.2

The closing 2 entries of the section above are carried over, then new ones follow.
SMILES	M18AAP inhibitor	VIM-2 inhibitor	MEKK2 WT-MEK5	NALP1 yeast inh	UBC9 SUMO inh	MEKK2mut PB1 HTS	DNA FID counter	HCV NS3 hel inh	IMP-1 inh
CC1Cc2ccccc2N1C(=O)c1ccc2snnc2c1 (stereo not drawn)	-3	-0.6	100	3	-3	3	-1	-7	-2.2
CCNc1nc(NCC)n2c(SCC(=O)c3ccc(C(C)C)cc3)nnc2n1	0	-1.0	84	28	6	-5	0	-6	-3.2
Cc1ccsc1C(=O)N(c1nc2ccccc2s1)c1c(C)cccc1C	-15	-1.1	99	15	28	-3	0	6	1.0
Cc1ccc(S(=O)(=O)Cc2ccc(C(=O)N3CCN(c4ccccn4)CC3)o2)cc1	2	-2.9	104	-19	1	4	-31	5	-4.5
Cc1ccc(S(=O)(=O)Nc2cc(C(=O)O)ccc2N2CCCCC2)cc1	-12	2.7	103	-9	9	5	-40	75*	-6.4
O=Nc1c2nc3ccccc3n(O)c-2c2ccccc12	7	16*	97	0	16	-1	10	-1	-4.5
NCCc1nnc(SCC(N)=O)o1	-13	-0.9	105	2	31	2	0	9	-2.8
Cc1c(C(C)C)c(=O)n(-c2ccc(S(=O)(=O)NCc3ccccc3)cc2)n1C	0	-3.6	101	2	4	-1	-23	17	-2.4
COc1ccc(CNCC(O)COc2cccc3c2OC(C)(C)C3)cc1 (stereo not drawn)	5	-1.7	99	14	-1	-2	21	-8	-1.0
Cc1onc(-c2c(Cl)cccc2Cl)c1C(=O)N=S(C)(=O)c1ccccc1 (stereo not drawn)	2	-1.2	102	-10	-10	4	-19	-1	-3.8
COc1cc(NC(=O)CCCC(=O)OCC(F)(F)C(F)F)nc(OC)n1	1	-1.7	106	20	9	4	-8	-1	-1.7
CCOc1ccc(/C=C(\C#N)C(=O)c2c(C)[nH]c3ccccc23)cc1OC	18	-2.1	101	22	-6	-2	-3	-17	-2.8
CC1CCCCN1S(=O)(=O)c1coc(C(N)=O)c1 (stereo not drawn)	-2	-3.7	108	4	20	7	-8	5	-4.6
c1ccc(CC2CCN(c3nc4ccccc4n4cnnc34)CC2)cc1	-1	3.0	99	37	-17	3	-4	4	-2.6
Cc1nnc(N2CCCC(C(=O)Nc3cc(F)ccc3F)C2)c2nn(-c3ccccc3)c(C)c12 (stereo not drawn)	3	-3.0	99	1	22	-1	15	-82	-1.5
COc1ccc(-c2[nH]ncc2-c2csc(C)n2)c(O)c1	5	-1.4	129	7	6	13	-4	-3	-2.5
O=C(CNCC1CCCO1)N1CCN(S(=O)(=O)c2ccc3ccccc3c2)CC1 (stereo not drawn)	8	-1.3	104	10	28	8	11	-1	-4.2
CN(C)/C=C(\C#N)S(=O)(=O)c1ccccc1	5	-1.9	103	3	11	3	-1	6	-2.8
CC1Cc2cc(/C=C3/SC(=S)N(C)C3=O)ccc2O1 (stereo not drawn)	3	-1.1	93	4	-3	-1	3	1	-2.7
Cc1noc(/C=C/N(C)C)c1S(=O)(=O)N1CCCC(C(=O)NCc2ccco2)C1 (stereo not drawn)	4	-1.9	102	8	13	8	-30	12	-3.6
CCOc1ccc(NC(=O)CCN2CCN(c3ccccc3)CC2)cc1	0	-2.0	101	/	12	0	-1	-6	-2.6
S=c1[nH]nc(-c2ccccc2Cl)n1CC1CCCO1 (stereo not drawn)	5	2.1	99	3	-24	8	-9	3	-2.9
COc1ccc(-c2nc(N)nc(C)c2-c2ccc(Cl)cc2)c(O)c1	-12	-0.7	94	20	3	1	-20	-17	-0.2
N#Cc1cc(-c2ccccc2)oc1/N=C/c1ccccc1O	16	-1.1	106	22	11	6	-13	18	-1.2
CCn1cc(CN2CCC(n3nccc3NC(=O)C3CCCC3)CC2)cn1	-3	-3.0	106	9	-12	3	2	2	-3.2
CCOC(=O)c1ccc(NC(=O)CSc2nnc(C)n2-c2ccccc2)cc1	-6	-1.6	108	4	-18	5	-20	3	-1.8

6 structures from above, arranged by length of the SMILES, low to high.
SMILES	M18AAP inhibitor	VIM-2 inhibitor	MEKK2 WT-MEK5	NALP1 yeast inh	UBC9 SUMO inh	MEKK2mut PB1 HTS	DNA FID counter	HCV NS3 hel inh	IMP-1 inh
COc1ccc(-c2[nH]ncc2-c2csc(C)n2)c(O)c1	5	-1.4	129	7	6	13	-4	-3	-2.5
Cc1onc(-c2c(F)cccc2Cl)c1C(=O)c1ccccc1O	5	-2.5	95	23	-7	3	-3	-10	-1.0
c1ccc(CC2CCN(c3nc4ccccc4n4cnnc34)CC2)cc1	-1	3.0	99	37	-17	3	-4	4	-2.6
COc1cc(NC(=O)CCCC(=O)OCC(F)(F)C(F)F)nc(OC)n1	1	-1.7	106	20	9	4	-8	-1	-1.7
COc1ccc([N+](=O)[O-])cc1NC(=O)COC(=O)c1ccccn1	4	-2.9	93	-10	3	-7	5	-2	-2.3
Cc1ccc(OCCn2c(C3CC(=O)N(Cc4ccccc4)C3)nc3ccccc32)cc1 (stereo not drawn)	5	0.0	102	18	-13	0	-29	-7	-4.0

(list continues)
SMILES	M18AAP inhibitor	VIM-2 inhibitor	MEKK2 WT-MEK5	NALP1 yeast inh	UBC9 SUMO inh	MEKK2mut PB1 HTS	DNA FID counter	HCV NS3 hel inh	IMP-1 inh
Nc1nnn(CC(=O)N/N=C/c2ccco2)n1	-3	-4.5	98	4	-22	-4	-4	0	-3.9
O=C1CCN(C(=O)Nc2ccccc2)N1	9	-0.3	99	0	6	-5	0	1	-1.1
Cc1ccc(-n2ncc3c2CCCC3NC(=O)CCN2CCCC2=O)cc1C (stereo not drawn)	-4	-4.0	100	-15	/	0	-28	5	-1.4
COc1ccc(NC(=O)NCCN2CCN(c3cc(OC)ccc3OC)CC2)cc1	3	-1.1	103	10	8	4	8	-5	-1.8
O=[N+]([O-])c1ccccc1OCCNCc1ccccc1	-14	-0.1	95	19	7	2	17	-8	0.5
CCc1nn(C)c(N)c1C	-1	-4.3	104	4	12	2	-1	6	-3.3
COC(=O)C1=C(C)NC(C)=C(C(=O)OC)C1c1cc2ccc(C)cc2[nH]c1=O	5	-1.1	103	2	-1	1	-7	-3	-3.4
Cc1oc(-c2ccc(Cl)cc2)nc1CN1CCCC(C(=O)NCc2ccco2)C1 (stereo not drawn)	-3	-1.4	112	5	12	1	13	-48	-0.9
O=C(CN1CCNCC1)NCCSc1ccc(Cl)cc1	-7	3.5	88	-1	28	-10	7	-16	-0.7
O=C(N/N=C/C(Br)=C/c1ccccc1)c1cc(-c2ccco2)[nH]n1	4	0.3	89	12	23	-4	-6	13	-4.1
COc1ccccc1NS(=O)(=O)c1ccc(NN=C2CCCC2)c([N+](=O)[O-])c1	14	0.0	99	26	-1	-2	4	-4	-1.8
CC(C)OC(=O)c1nnc(Cc2ccc(Cl)cc2)o1	-2	0.2	96	20	18	-4	-4	1	1.4

4 successive compounds out of the list so far, for reference:
SMILES	M18AAP inhibitor	VIM-2 inhibitor	MEKK2 WT-MEK5	NALP1 yeast inh	UBC9 SUMO inh	MEKK2mut PB1 HTS	DNA FID counter	HCV NS3 hel inh	IMP-1 inh
Nc1nnn(CC(=O)N/N=C/c2ccco2)n1	-3	-4.5	98	4	-22	-4	-4	0	-3.9
O=C1CCN(C(=O)Nc2ccccc2)N1	9	-0.3	99	0	6	-5	0	1	-1.1
Cc1ccc(-n2ncc3c2CCCC3NC(=O)CCN2CCCC2=O)cc1C (stereo not drawn)	-4	-4.0	100	-15	/	0	-28	5	-1.4
COc1ccc(NC(=O)NCCN2CCN(c3cc(OC)ccc3OC)CC2)cc1	3	-1.1	103	10	8	4	8	-5	-1.8

Following part:
SMILES	M18AAP inhibitor	VIM-2 inhibitor	MEKK2 WT-MEK5	NALP1 yeast inh	UBC9 SUMO inh	MEKK2mut PB1 HTS	DNA FID counter	HCV NS3 hel inh	IMP-1 inh
CCCCN1CCCCC1C(=O)Nc1c(C)cc(C)cc1C (stereo not drawn)	-2	-2.4	96	4	-13	-4	1	16	-2.9
CCn1cc(C(=O)N2CCN(c3ccccn3)CC2)c(=O)c2cc(S(=O)(=O)N(C)C3CCCCC3)ccc21	-3	0.4	90	16	-20	-3	-50	-11	-0.7
Cc1ccc(-c2nnc(SCC(=O)Nc3ccc(N4CCOCC4)cc3)o2)cc1	4	-4.7	92	-8	-1	-6	-3	-1	1.1
O=C(NCCc1ccccc1)c1c(O)c2cccc3c2n(c1=O)CC3	6	-0.7	98	3	19	11	-1	1	-1.9
O=C(NNC(=S)NC(=O)c1cccs1)c1ccc(NC(=O)c2ccccc2)cc1	3	-2.1	98	11	-108	-1	-10	-5	-4.1
CCOC(=O)c1ccc(N2Cc3ccccc3C2=N)cc1	-4	-3.7	100	40*	1	-1	2	-2	-5.9
COCC1CCCCN1C(=O)C1CCN(c2nc(-c3ccccc3)nc3c2CCC3)CC1 (stereo not drawn)	-3	0.6	100	-6	/	4	-13	0	-5.2
